Bioassay records from PubChem BioAssay.
MEKK2 mut-MEK5: MEK5 binding signal on mutant MEKK2 PB1, primary screen, biochemical, multiplex bead flow cytometry, Alexa488-MEK5; Alexa488-MEK5 binding to MEKK2 mutant; percent response, % at 10 µM; actives 0.35% (n = 290,000); in the data active = percent response above about 24%, passing the limit was not always enough; note: inactives centre near 1; some results filed as inactive read as strong as hits; reference of the scale not given here
NALP1 yeast inh: NALP1 inflammasome inhibitors in reconstituted yeast, colorimetric, S. cerevisiae, triplicate retest | actives 0.61% (n = 280,000) | S. cerevisiae NALP1/ASC/caspase-1 growth, X-gal OD620, 72 h | inhibition, % at 10 µM; in the data active = inhibition mostly above about 24%, no sharp cut-off; inactive = mostly below about 32%; note: some compounds called inactive have numbers as strong as hits
GPR7 antag: GPR7 receptor antagonists, primary screen, cell-based, fluorescence, single concentration. GPR7-expressing cells, fluorescence antagonist assay. Neuropeptides B/W receptor type 1 (Homo sapiens), P48145. inhibition, % at 4.4 µM. actives 1.1% (n = 290,000); in the data active = inhibition above about 16%, passing the limit was not always enough;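 note: cells stimulated with the agonist NPW; 0% = agonist with vehicle and 100% = vehicle without agonist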
Target sequence (P48145 whole entry, looked up): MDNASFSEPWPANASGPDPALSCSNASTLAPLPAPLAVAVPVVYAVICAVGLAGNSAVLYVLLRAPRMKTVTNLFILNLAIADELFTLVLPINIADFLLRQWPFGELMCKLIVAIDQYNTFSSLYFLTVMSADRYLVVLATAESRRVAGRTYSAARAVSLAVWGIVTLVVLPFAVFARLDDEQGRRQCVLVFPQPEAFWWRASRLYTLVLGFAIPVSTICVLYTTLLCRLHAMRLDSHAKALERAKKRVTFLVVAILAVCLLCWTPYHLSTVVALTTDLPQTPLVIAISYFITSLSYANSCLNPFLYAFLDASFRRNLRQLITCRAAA
DNA FID counter: compounds displacing fluorescent DNA intercalator, primary screen, artefact control for HCV NS3 helicase inhibitor project, biochemical, FID fluorescence | DNA fluorescent intercalator displacement | actives 0.17% (n = 290,000) | inhibition, % at 7.9 µM; in the data active = inhibition above about 37%;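 note: 0% = vehicle and 100% = reference compound; higher means more ethidium bromide displaced from hairpin DNA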
OXTR agonist: human OXTR agonists, primary screen, fluorescence, CHO-OTR cells, Fluo-8 calcium; Oxytocin receptor (Homo sapiens), P30559; Fluo-8 calcium fluorescence; normalized: DMSO 0%, oxytocin 100%; activation, % at 3 µM; actives 0.32% (n = 320,000);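 active = activation above the mean of all tested compounds plus 3 SD, cutoff set per screening run, cut at about 20% in these data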;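 note: peak over basal fluorescence ratio from a 100 s FLIPR kinetic read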
MEKK3 PB1 HTS: modulators of MEKK3-MEK5 PB1 binding, primary screen, biochemical, wildtype MEKK3, multiplex bead flow cytometry, Alexa488-MEK5; Mitogen-activated protein kinase kinase kinase 3 (Homo sapiens), Q99759; bead-based flow cytometry, Alexa488-MEK5 binding to MEKK3; actives lie on both sides; 0 = blocked by unlabeled MEK5, 100 = vehicle; AID 1529, 2009; actives 1.4% (n = 290,000); binding response (% of control), % at 10 µM;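 active = binding response more than 3 SD above or below the average of its plate-row segment, actives on both sides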;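 note: Alexa488 bead fluorescence after subtracting the streptavidin-only scavenger bead signal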
Target sequence (Q99759 whole entry, looked up): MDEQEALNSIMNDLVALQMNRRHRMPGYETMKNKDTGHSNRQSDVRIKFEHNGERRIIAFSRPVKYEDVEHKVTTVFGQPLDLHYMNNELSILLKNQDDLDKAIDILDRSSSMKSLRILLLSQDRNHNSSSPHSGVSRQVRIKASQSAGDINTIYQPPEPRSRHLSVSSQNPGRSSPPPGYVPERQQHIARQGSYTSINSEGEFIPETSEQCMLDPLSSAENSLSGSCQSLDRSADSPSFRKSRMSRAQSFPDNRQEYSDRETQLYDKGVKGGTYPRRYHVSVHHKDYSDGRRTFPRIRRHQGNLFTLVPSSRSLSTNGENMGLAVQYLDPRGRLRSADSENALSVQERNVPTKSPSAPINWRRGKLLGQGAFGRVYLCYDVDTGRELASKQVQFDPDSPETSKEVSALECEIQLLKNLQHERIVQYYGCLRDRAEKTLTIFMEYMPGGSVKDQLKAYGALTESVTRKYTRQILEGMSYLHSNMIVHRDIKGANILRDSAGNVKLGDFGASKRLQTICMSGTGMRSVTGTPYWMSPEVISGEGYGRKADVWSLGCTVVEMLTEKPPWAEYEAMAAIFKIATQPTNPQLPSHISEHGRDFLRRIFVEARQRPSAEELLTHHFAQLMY
PHOSPHO1 inh: PubChem AID 1565. recombinant PHOSPHO1, absorbance phosphatase assay. actives 1.1% (n = 290,000). inhibition, % at 13.3 µM. Phosphoethanolamine/phosphocholine phosphatase (Homo sapiens), Q8TCT1; in the data active = inhibition above about 60%
MEKK2wt PB1 HTS: modulators of MEK5 binding to wildtype MEKK2, primary screen, biochemical, multiplex bead flow cytometry, Alexa488-MEK5; Mitogen-activated protein kinase kinase kinase 2 (Homo sapiens), Q9Y2U5; Alexa488-MEK5 binding to MEKK2 WT; actives lie on both sides; binding response (% of control), % at 10 µM; actives 1.1% (n = 290,000); AID 1531, 2009; in the data active = binding response below about 67% or above about 130%
M18AAP inhibitor: PfM18AAP inhibitors, malaria aminopeptidase, primary screen, biochemical, QFRET, recombinant enzyme | H-Glu-NHMec fluorogenic cleavage | inhibition, % at 7.35 µM | actives 1.2% (n = 290,000);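 active = inhibition above the campaign mean inhibition over all tested compounds plus 3 SD, cut at about 28% in these data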;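 note: 0% = plate median of test compound wells and 100% = 2 mM ZnCl2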
Active calls of the source: *; · = no result given.

[1] Cn1c(CC(=O)Nc2ccc(Cl)c(Cl)c2)nnc1SCC(=O)NCc1ccccc1
[2] COc1ccc(C(=O)c2ccsc2N)cc1
[3] COc1cccc(NC(=O)COC(=O)CC(NC(N)=O)c2ccc(Cl)cc2)c1 (stereo unspecified)
[4] COc1ccc(Cl)cc1NC(=O)CN1C(=O)CSC1=O
[5] COc1ccc2c(CN(C)c3ccccc3)cc(=O)oc2c1
[6] Cc1ccc(C(=O)c2c(NC(=O)c3cccnc3)sc3c2CCCC3)cc1
[7] O=C(Nc1nc(-c2cccnc2)cs1)c1ccccc1[N+](=O)[O-]
[8] N/C(=N\OC(=O)c1ccccc1)c1cccnc1
[9] CC(CCc1ccccc1)NC(=O)Cc1ccc(Br)cc1 (stereo unspecified)
[10] CC1(C)CC(=O)C=C(Nc2ccccc2)C1

assay / compound	1	2	3	4	5	6	7	8	9	10
MEKK2 mut-MEK5	-4	-2	2	0	6	0	-12	-12	13	-9
NALP1 yeast inh	-15	6	·	3	6	8	10	-10	13	10
GPR7 antag	-9	-6	-5	-10	4	-11	5	11	11	4
DNA FID counter	2	-7	-14	2	-10	-16	2	2	-24	-3
OXTR agonist	0.2	2.6	-0.2	0.2	·	-1.6	1.6	0.3	-2.7	0.3
MEKK3 PB1 HTS	104	94	103	101	104	96	94	97	110	98
PHOSPHO1 inh	-21	29	30	25	-38	39	-26	32	30	36
MEKK2wt PB1 HTS	102	93	101	104	101	97	82	85	109	97
M18AAP inhibitor	-6	11	-5	11	6	1	-10	-1	4	-3

[11] C#Cc1ccc(C(=O)Nc2cc(C(N)=O)ccc2N2CCOCC2)cc1
[12] COc1cc(NC(=S)NCCc2ccccc2)c(OC)cc1NC(=O)CC(C)C
[13] Cc1ccc(-c2nn(-c3ccccc3)cc2CO)cc1
[14] CCOC(=O)c1ccc(N2CC(O)=C(c3nc4ccccc4c(=O)[nH]3)C2=N)cc1
[15] C=CCOc1ccc(/C=N/n2cncn2)cc1OC
[16] CCC(=O)Nc1ccc(-c2nnc(-c3ccccc3)o2)cc1
[17] CC(C)Cc1nnc(NC(=O)C2CC(=O)N(Cc3ccccc3)C2)s1 (stereo unspecified)
[18] COc1ccc(OC)c2c(C)cc(C)nc12
[19] COc1ccc2nc(SCC(C)=O)c(C#N)cc2c1
[20] Cc1ccc(S(=O)(=O)N2CCN(C3CCN(Cc4ccccc4)CC3)CC2)cc1

assay / compound	11	12	13	14	15	16	17	18	19	20
MEKK2 mut-MEK5	5	-2	11	6	-2	-1	4	-5	1	4
NALP1 yeast inh	11	8	18	16	7	-5	11	33	31	15
GPR7 antag	-3	-9	9	-15	-8	-10	2	-15	8	-1
DNA FID counter	-15	-23	-17	-9	-6	-3	-37	0	9	15
OXTR agonist	0.5	-2.1	-0.4	-0.4	0.7	0.6	0.8	-1.2	3.1	-0.8
MEKK3 PB1 HTS	100	99	107	102	106	98	101	101	93	104
PHOSPHO1 inh	16	2	34	-36	41	16	23	0	-4	-16
MEKK2wt PB1 HTS	100	97	110	103	102	101	102	96	103	106
M18AAP inhibitor	1	-10	1	-3	1	-1	-13	-13	18	0

[21] CCCCNC(=O)c1cn(CC)c2cc(N3CCN(C)CC3)c(F)cc2c1=O
[22] COc1cc(-c2ccccc2)nc2ccccc12
[23] COc1ccc(C(=O)N(c2ccc(OC)cc2)S(=O)(=O)c2cccs2)cc1
[24] Cc1c(NC(=O)C(Sc2ccccc2)c2ccccc2)cccc1[N+](=O)[O-] (stereo unspecified)
[25] Cn1nc(C(=O)NC2CCCCC2)c2ccccc2c1=O
[26] COc1ccc(-c2nnn(CC(=O)N(CC(=O)NCCC(C)C)Cc3cccs3)n2)cc1OC
[27] CN(CC(=O)N1CCc2[nH]c3ccc(F)cc3c2C1)CC1OCCO1
[28] Cc1cc(=O)[nH]c(NCc2ccccc2)n1
[29] COC(=O)CC(c1ccc(C#N)cc1)n1c(C)ccc1C (stereo unspecified)
[30] CC(C)CCNC(=O)CN(CC1CCCO1)C(=O)CCC(=O)Nc1nccs1 (stereo unspecified)

assay / compound	21	22	23	24	25	26	27	28	29	30
MEKK2 mut-MEK5	-21	13	-1	·	-5	-3	4	2	-1	17
NALP1 yeast inh	·	11	34	2	-9	8	7	10	-11	-2
GPR7 antag	-11	-13	-3	6	-6	3	1	-7	-16	-5
DNA FID counter	11	-3	-6	2	-5	-9	0	-4	-2	-12
OXTR agonist	2.5	-2.5	-1.4	-1.3	-0.2	-0.4	-0.3	3.6	-1.4	-0.4
MEKK3 PB1 HTS	89	108	104	·	100	97	102	105	100	108
PHOSPHO1 inh	47	2	-20	-19	0	38	7	36	50	-2
MEKK2wt PB1 HTS	97	110	103	·	93	99	105	97	104	103
M18AAP inhibitor	2	-1	5	-2	0	0	1	-11	12	-2

[31] O=C(CNC(=O)c1ccc(Cl)cc1)Nc1ccc(S(=O)(=O)Nc2ncccn2)cc1
[32] CC(=O)NC(=O)c1ccc(-c2ccc(Cl)cc2)o1
[33] Cc1ccc2[nH]cc(/C=C/c3cc[n+](C)cc3)c2c1
[34] C/C(=N\Nc1nc(C(=O)O)cs1)c1ccccc1
[35] Cc1ccc(-n2nc3cc(Cl)c(NC(=O)c4ccco4)cc3n2)cc1
[36] CC(C)c1ccc(NC(=O)CCNC(=O)N2CC(=O)Nc3ccccc32)cc1
[37] C/C(CC(=O)Nc1cccc(Cl)c1Cl)=N\NC(=O)c1ccccc1Br
[38] COc1ccc(Nc2nnc(SCC(=O)c3cc4ccccc4o3)s2)cc1
[39] O=[N+]([O-])c1c(NCCCO)cc(N2CCN(Cc3ccc4c(c3)OCO4)CC2)c2nonc12
[40] CC(C)NC(=O)c1ccc(C(C)C)cc1

assay / compound	31	32	33	34	35	36	37	38	39	40
MEKK2 mut-MEK5	4	0	-3	-4	2	1	-6	-17	0	0
NALP1 yeast inh	1	24	12	-13	-10	2	5	·	38	34
GPR7 antag	-6	-7	6	-3	-6	-15	0	-2	-1	2
DNA FID counter	-6	-2	17	-5	-2	-42	0	1	2	-4
OXTR agonist	0.0	-1.9	·	-0.4	0.8	-0.2	-1.6	2.1	7.1	-0.6
MEKK3 PB1 HTS	107	105	101	85	103	102	86	92	113	93
PHOSPHO1 inh	10	-17	-29	-68	10	49	29	25	2	25
MEKK2wt PB1 HTS	109	102	112	86	102	98	92	88	108	107
M18AAP inhibitor	-1	-6	11	42*	9	2	16	17	0	1

[41] N#Cc1c(NC(=O)C2CC(Cl)=CCC2C(=O)O)sc2c1CCCC2 (stereo unspecified)
[42] O=C(NCCCN1CCCC1)c1cc(Sc2ccc(F)cc2)nc2ccccc12
[43] CC(=O)Nc1ccc(NC(=O)C/C(C)=N/NC(=O)C(=O)N2CCCC2)cc1
[44] CC1(C)Cc2cccc(C(=O)Nc3ccc(Cl)cc3)c2O1
[45] O=C(CNC(=O)c1ccccc1F)OCC(=O)c1ccc(Cl)s1
[46] COc1ccc(/C=C2\SC(=S)N(CCC(=O)N3CCOCC3)C2=O)cc1
[47] CCC(NC(=O)C1CCCO1)c1ccccc1 (stereo unspecified)
[48] COc1ccccc1C(=O)NCC(=O)NCCc1ccc(Cl)cc1
[49] COC(=O)[C@@H]1C[C@@]2(O)[C@H](O)[C@H](O)[C@H](O)C[C@H]2N1Cc1ccccc1OS(=O)(=O)c1ccc(C)cc1
[50] CC(C)(C)C(=O)N1CCN(C(c2ccccc2)c2ccccc2)CC1

assay / compound	41	42	43	44	45	46	47	48	49	50
MEKK2 mut-MEK5	-4	1	3	4	2	2	-1	2	5	13
NALP1 yeast inh	-1	5	-12	4	1	8	6	10	·	4
GPR7 antag	-5	2	-3	-6	-6	-3	-3	-13	·	-4
DNA FID counter	-27	15	-1	-11	-8	-29	-4	-17	·	-34
OXTR agonist	-1.0	0.0	-1.3	-2.2	-0.8	-1.0	-0.5	-0.2	1.2	-1.4
MEKK3 PB1 HTS	95	133*	108	104	96	102	98	102	108	111
PHOSPHO1 inh	10	-11	13	3	14	0	34	24	9	·
MEKK2wt PB1 HTS	95	122	102	103	96	107	101	103	113	111
M18AAP inhibitor	3	-11	-15	-5	-6	-4	-5	-2	·	-6

[51] CN(C)/C=C/C(=O)c1ccc(Cl)s1
[52] COc1ccc(NC(=S)N/N=C/c2ccc(F)cc2)cc1OC
[53] CCC(NC(=O)NNC(N)=S)(C(F)(F)F)C(F)(F)F
[54] COc1cccc(NC(=O)c2oc3ccccc3c2NC(=O)C2CC2)c1
[55] CN(C)c1ccc(N2C(=NC(=O)CCC3CCCC3)SC3CS(=O)(=O)CC32)cc1 (stereo unspecified)
[56] Cn1c2c(c(=O)n(C)c1=O)C(c1ccc(Cl)cc1)C(C#N)=C(N)O2 (stereo unspecified)
[57] O=C(Cc1c[nH]c2ccccc12)Nc1nc2ccccc2[nH]1
[58] Cc1ccc2c(c1)NC(=O)C(CC(=O)NCCCN1CCCCC1)O2 (stereo unspecified)
[59] CC(=O)c1cccc(NC(=O)/C(=C/c2ccncc2)NC(=O)c2ccccc2)c1

assay / compound	51	52	53	54	55	56	57	58	59
MEKK2 mut-MEK5	-3	-1	-2	-3	-1	-1	-2	7	3
NALP1 yeast inh	-2	14	-11	24	-3	14	-9	-2	23
GPR7 antag	-7	-12	-9	-16	-17	-1	-11	1	4
DNA FID counter	-1	-17	-20	-10	-15	-9	-5	1	0
OXTR agonist	0.1	-1.7	-0.5	-1.3	0.2	-0.4	1.3	0.3	-0.9
MEKK3 PB1 HTS	96	103	98	95	97	112	101	105	98
PHOSPHO1 inh	51	5	36	-3	24	-7	5	9	35
MEKK2wt PB1 HTS	97	100	98	98	94	104	96	113	103
M18AAP inhibitor	4	12	22	-5	4	0	1	-11	4

Laid out differently: nine of the compounds above
| No. | mol | MEKK2 mut-MEK5 | NALP1 yeast inh | GPR7 antag | DNA FID counter | OXTR agonist | MEKK3 PB1 HTS | PHOSPHO1 inh | MEKK2wt PB1 HTS | M18AAP inhibitor |
| --- | --- | --- | --- | --- | --- | --- | --- | --- | --- | --- |
| 50 | CC(C)(C)C(=O)N1CCN(C(c2ccccc2)c2ccccc2)CC1 | 13 | 4 | -4 | -34 | -1.4 | 111 | · | 111 | -6 |
| 51 | CN(C)/C=C/C(=O)c1ccc(Cl)s1 | -3 | -2 | -7 | -1 | 0.1 | 96 | 51 | 97 | 4 |
| 52 | COc1ccc(NC(=S)N/N=C/c2ccc(F)cc2)cc1OC | -1 | 14 | -12 | -17 | -1.7 | 103 | 5 | 100 | 12 |
| 53 | CCC(NC(=O)NNC(N)=S)(C(F)(F)F)C(F)(F)F | -2 | -11 | -9 | -20 | -0.5 | 98 | 36 | 98 | 22 |
| 54 | COc1cccc(NC(=O)c2oc3ccccc3c2NC(=O)C2CC2)c1 | -3 | 24 | -16 | -10 | -1.3 | 95 | -3 | 98 | -5 |
| 55 | CN(C)c1ccc(N2C(=NC(=O)CCC3CCCC3)SC3CS(=O)(=O)CC32)cc1 (stereo unspecified) | -1 | -3 | -17 | -15 | 0.2 | 97 | 24 | 94 | 4 |
| 56 | Cn1c2c(c(=O)n(C)c1=O)C(c1ccc(Cl)cc1)C(C#N)=C(N)O2 (stereo unspecified) | -1 | 14 | -1 | -9 | -0.4 | 112 | -7 | 104 | 0 |
| 57 | O=C(Cc1c[nH]c2ccccc12)Nc1nc2ccccc2[nH]1 | -2 | -9 | -11 | -5 | 1.3 | 101 | 5 | 96 | 1 |
| 58 | Cc1ccc2c(c1)NC(=O)C(CC(=O)NCCCN1CCCCC1)O2 (stereo unspecified) | 7 | -2 | 1 | 1 | 0.3 | 105 | 9 | 113 | -11 |
